NCI-60 one-dose screen, 48 h, at 10 µM unless noted. Numbers give growth in % (100 = growth as untreated, 0 = no growth, -100 = all killed).
PC-3: PC-3 prostate cancer cells | 80,000 compounds, 3.9% hits | AID 1794754
U251: U251 CNS tumor cells; 80,000 compounds, 5.4% hits; AID 1794753
UO-31: UO-31 renal cancer | 81,000 compounds, 5.2% hits | AID 1794768
SF-295: SF-295 CNS cancer cells. 79,000 compounds, 5.6% hits. AID 1794758
SF-539: SF-539 CNS cancer | 81,000 compounds, 6.8% hits | AID 1794752
786-0: 786-0 renal cancer cells. 81,000 compounds, 5.1% hits
SN12C: SN12C renal cancer cells; 81,000 compounds, 3.8% hits
DU-145: DU-145 prostate cancer; 81,000 compounds, 4.2% hits; AID 1794760
TK-10: TK-10 renal cancer cells | 81,000 compounds, 3.9% hits | AID 1794769
Numbers without * were called inactive; nt = not tested or not shown; & = joins results of further samples. Rule for the calls: active = growth percent below 10; inactive = the rest. An unsorted share of the library. Share with any hit: about 10%.

Start of the listing, in advance, five compounds:
SMILES | PC-3 | U251 | UO-31 | SF-295 | SF-539 | 786-0 | SN12C | DU-145 | TK-10
C[C@H]1c2ccccc2OC(=O)C[C@@H]1c1ccccc1 | 87 | 88 | 83 | 92 | 101 | 100 | 92 | 105 | 96
CCN(CC)c1ccc(C(=O)c2ccccc2)cc1 | 98 | 87 | 82 | 101 | 98 | 103 | 99 | 102 | 98
Cc1cc2nc3c(=O)[nH]c(=O)nc-3n(C[C@@H](O)[C@@H](O)[C@@H](O)COP(=O)(O)O)c2cc1C | 88 | 106 | 85 | 101 | 100 | 103 | 88 | 109 | 105
COc1cc(/C=N/Nc2ccc(C)cc2)cc(OC)c1OC | 101 | 108 | 78 | 101 | 105 | 105 | 103 | 112 | 103
Cc1ccccc1N1C(=O)C2C3C=CC(O3)C2C1=O (stereo not drawn) | 99 | 99 | 94 | 97 | 96 | 107 | 109 | 111 | 105

Results (from the top)
SMILES | PC-3 | U251 | UO-31 | SF-295 | SF-539 | 786-0 | SN12C | DU-145 | TK-10
C[C@H]1c2ccccc2OC(=O)C[C@@H]1c1ccccc1 | 87 | 88 | 83 | 92 | 101 | 100 | 92 | 105 | 96
CCN(CC)c1ccc(C(=O)c2ccccc2)cc1 | 98 | 87 | 82 | 101 | 98 | 103 | 99 | 102 | 98
Cc1cc2nc3c(=O)[nH]c(=O)nc-3n(C[C@@H](O)[C@@H](O)[C@@H](O)COP(=O)(O)O)c2cc1C | 88 | 106 | 85 | 101 | 100 | 103 | 88 | 109 | 105
COc1cc(/C=N/Nc2ccc(C)cc2)cc(OC)c1OC | 101 | 108 | 78 | 101 | 105 | 105 | 103 | 112 | 103
Cc1ccccc1N1C(=O)C2C3C=CC(O3)C2C1=O (stereo not drawn) | 99 | 99 | 94 | 97 | 96 | 107 | 109 | 111 | 105
Nc1ccnc(=O)[nH]1 | 97 | 104 | 98 | 105 | 95 | 107 | 93 | 115 | 104
c1ccc(CNc2nc(Nc3ccccc3)nc3ccccc23)cc1 | 19 | 30 | 81 | -61* | 40 | 39 | 71 | 40 | 19
Cc1ccc(/C=C(\C#N)n2nnc3cc(Cl)c(Cl)cc32)cc1 | 13 | 7.5* | 0.8* | -0.1* | -13* | 5.7* | 19 | 3.8* | 45
CCCCCCCCc1ccc(C(=O)Nc2ccc(C)cc2C(=O)O)cc1OC | 87 | 93 | 88 | 78 | 92 | 100 | nt | 105 | 101
Cc1nc2sc(C(=O)Nc3ccccc3)c(N)c2cc1C(=O)c1ccc(C(F)(F)F)cc1 | 102 | 102 | 91 | 94 | 94 | 95 | 100 | 106 | 104
Cc1onc(-c2ccccc2)c1C(=O)N1CCCN2C(=O)c3ccccc3C21 (stereo not drawn) | 95 | 106 | 80 | 103 | 97 | 110 | 110 | 116 | 118
COc1ccc(-c2cc(-c3cc(C(=O)c4ccc(Br)cc4)n4cc(C)cc(C)c34)nc(N)c2C#N)cc1OC | 89 | 97 | 81 | 97 | 88 | 106 | 96 | 102 | 126
Cc1sc2nc(N3CC(C)OC(C)C3)[nH]c(=O)c2c1C (stereo not drawn) | 100 | 92 | 89 | 93 | 97 | 99 | 98 | 106 | 101
CN=C1C=CC(=C(c2ccc(N(C)C)cc2)c2ccc(N(C)C)cc2)C=C1 | 2.7* | -57* | -14* | -30* | -38* | -63* | -32* | -6.8* | -53*
CC(=O)OCC(CCn1cnc2cnc(N)nc21)COC(C)=O | 95 | 96 | 75 | 109 | 97 | 102 | 104 | 109 | 112
CCCN(CCC)OS(=O)c1ccc(COCOc2ccc(OS(=O)N(CCC)CCC)cc2)cc1 (stereo not drawn) | 74 | 88 | 76 | 97 | 99 | 101 | nt | 106 | 97
CCOC(=O)c1[nH]n(-c2ccccc2)c(=O)c1/C=N/C(=S)NNC(C)=O | 99 | 102 | 86 | 102 | 100 | 101 | 110 | 104 | 112
O=C(NNc1nc2cc(F)ccc2n2c(C(=O)N3CCN(C4CC4)CC3)ccc12)c1ncccn1 | 49 | 17 | 15 | -34* | 13 | -9.8* | 27 | 48 | 30
O=S(=O)(Cl)Cc1ccc(Cl)cc1 | 87 | 91 | 98 | 97 | 100 | 94 | 96 | 103 | 102
O=c1[nH]nc(-c2cc(Cl)ccc2I)c(=O)[nH]1 | 96 | 96 | 65 | 97 | 96 | 107 | 99 | 107 | 117
C/C(Cc1ccc(Cl)cc1)=C(/c1ccccc1)c1ccc(OCCN)cc1 | 99 | 100 | 90 | 100 | 100 | 106 | 103 | 106 | 100
Cc1cc(CSc2ccccc2C(=O)N2CCN(Cc3nc4ccccc4s3)CC2)no1 | 75 | 93 | 65 | 91 | 90 | 98 | 111 | 105 | 101
NC(N)=N/N=C(\c1ccccc1)C(O)c1ccccc1 (stereo not drawn) | 95 | 106 | 81 | 102 | 111 | 98 | 100 | 112 | 94
COc1cccc(OC(=O)c2ccccc2)c1OC(=O)c1ccccc1 | 77 | 49 | nt | 84 | 92 | 101 | 77 | 88 | 88
O=C(Nn1c(COc2ccccc2)nc2ccccc2c1=O)c1ccc(Cl)cc1 | 103 | 101 | 75 | 99 | 99 | 104 | 94 | 110 | 141
Oc1ccc(Cl)cc1-c1nc2ccccc2s1 | 84 | 98 | 74 | 117 | 119 | 104 | 104 | 114 | 94
NC(=O)/N=C(\CCc1nc2ccccc2[nH]1)c1nc2ccccc2[nH]1 | nt | 100 | 75 | 108 | 98 | 104 | 89 | 111 | 105
COc1ccc2c(c1)[nH]c(=O)c1c3cccnc3cn21 | 22 | 16 | 41 | -6.5* | 8.9* | 26 | 13 | 9.4* | 62
OCCN(CCO)C(=S)S | 104 | 102 | nt | 101 | 106 | 101 | 102 | 111 | 110
CCN(CC)C(=O)C1=C(C)NC(=S)NC1c1ccc2c(c1)OCO2 (stereo not drawn) | 97 | 97 | 76 | 101 | 100 | 109 | 104 | 112 | 101
O=C(N/N=C\c1ccc(F)cc1)c1ccc2nc(-c3ccc(Cl)cc3)[nH]c2c1 | 95 | 109 | 87 | 99 | 95 | 103 | 99 | 103 | 143
CCOC(=O)c1c(C)nc2ccccc2c1/C=C/c1cccs1 | 60 | 81 | 64 | 66 | 93 | 90 | 78 | 96 | 90
Cc1cccc(N2CCN(C(N)=O)CC2)c1 | 82 | 100 | 78 | 83 | 99 | 96 | 103 | 110 | 106
CCOC(=O)C(Cc1ccc([N+](=O)[O-])cc1)(NC(C)=O)C(=O)OCC | 83 | 89 | 89 | 101 | 107 | 92 | 101 | 104 | 77
C=CCn1c(SCC(=O)Nc2ccc(C(=O)/C=C/c3cc(OC)c(OC)c(OC)c3)cc2)nnc1-c1ccccc1 | 94 | 64 | 78 | 93 | 96 | 93 | 93 | 77 | 108
COc1ccc(CCC2COCC2C2CC2)cc1 (stereo not drawn) | 96 | 88 | 80 | 85 | 101 | 84 | 103 | 102 | 91
COc1ccc(CCNC(=O)C(O)C(Cc2ccccc2)NC(=O)c2[nH]c3ccccc3c(=O)c2C)cc1 (stereo not drawn) | 100 | 99 | 95 | 99 | 99 | 100 | 101 | 107 | 93
N#CSc1ncnc2nc[nH]c12 | 82 | 113 | 56 | 40 | 41 | 20 | 108 | 39 | 41
O=c1oc2ccc(Br)cc2c(=O)n1-c1ccc(F)cc1F | 0.8* | 7.1* | 3.2* | -11* | 11 | 4.4* | 6.2* | 18 | 12
CCN(CC)CCSc1ccnc(N)n1 | 73 | 101 | 92 | 98 | 99 | 100 | 101 | 109 | 92
NS(=O)(=O)c1ccc(CCN2C(=O)/C(=C\c3ccc(Cl)cc3)C=C2c2ccc(Cl)cc2)cc1 | 91 | 97 | 66 | 100 | 95 | 95 | 92 | 107 | 109
CC1/C=C/C=C/C=C/C=C/C=C/C=C/C=C/C(O[C@@H]2O[C@H](C)[C@H](O)[C@@H](O)[C@@H]2N)CC(O)C(C(=O)O)C(O)CC(=O)CC(O)CC(O)CC(O)CC(=O)CCCC(=O)CC(=O)OC1C(C)CC(C)C(O)CC(=O)c1ccc(N)cc1 (stereo partly drawn) | -96* | -100* | -96* | -95* | -71* | -94* | -93* | -99* | -97*
O=C1C2C3C=CC(O3)C2C(=O)N1c1ccccc1 (stereo not drawn) | 106&101 | 96&103 | 96&91 | 91&105 | 100 | 108&103 | 101 | 118&117 | 114
CC1(C)S[C@@H]2[C@H](NC(=O)[C@@H](N)c3ccc(O)cc3)C(=O)N2[C@H]1C(=O)O | 92 | 103 | 87 | 98 | 100 | 106 | 95 | 109 | 108
CCOC(=O)c1nnn(-c2ccc(OC)cc2)c1-c1cc(OC)c(OC)c(OC)c1 | 109 | 108 | 107 | 80 | nt | 106 | 98 | 125 | 111
O=C(Cn1nncc1CN1C(=O)CSC1=O)Nc1ccccc1 | 94 | 100 | 89 | 103 | 101 | 98 | 99 | 108 | 99
COCOc1cc2oc(C(=O)N[C@@H](Cc3ccccc3)C(O)C(=O)NCCc3ccc(OC)cc3)c(C)c(=O)c2cc1OCOC (stereo partly drawn) | 92 | 98 | 80 | 103 | 103 | 102 | 93 | 103 | 120
COc1ccc(/C=C/C(=O)c2cccc(OCCCOc3cccc(C(=O)/C=C/c4ccc(OC)cc4)c3)c2)cc1 | 58 | 82 | 70 | 75 | 94 | 98 | 72 | 82 | 129
COC(=O)c1c(C)nc(C)c2c1C(=O)C(Br)=C(NCc1ccccc1)C2=O | 16 | 20 | 46 | 30 | 7.1* | 52 | 8.2* | 38 | 87
O=C(CCCN1CC=C(n2c(=O)[nH]c3ccccc32)CC1)c1ccc(F)cc1 | 103&89 | nt | 62&63 | nt | nt | 88&100 | 95&102 | 116&112 | 102&119
O=[N+]([O-])c1ccc(OCCN(Cc2ccccc2)Cc2ccccc2)c([N+](=O)[O-])c1 | 49 | 74 | 54 | 91 | 95 | 79 | 61 | 95 | 87
CCOC(=O)c1csc(-c2csc(CCNC(=O)c3ccccc3)n2)n1 | 92 | 106 | 89 | nt | 106 | 103 | 94 | 124 | 121
CC1OC(O[C@H]2CC[C@]3(C)[C@H]4CC[C@@H]5[C@H]6[C@H]7OC[C@@]6(CCC7(C)C)CC[C@@]5(C)[C@]4(C)CC[C@H]3C2(C)C)C[C@@H](O)[C@H]1O (stereo partly drawn) | 98 | 98 | 95 | 104 | 96 | 104 | 97 | 105 | 103
O=C(/C=C/c1ccc(C(F)(F)F)cc1)c1ccc(Nc2nc(NCCO)nc(Nc3ccc(Cl)cc3)n2)cc1 | 33 | -42* | 60 | 80 | 51 | -41* | 79 | 58 | 87
O=C(O)c1cnccn1 | 104 | 107 | 93 | 123 | 101 | 102 | 109 | 114 | 109
CCOc1ccc(NC2=C(Cl)C(=O)c3nc(C)ccc3C2=O)cc1 | 10 | 16 | -65* | 51 | -59* | 8.4* | -57* | -93* | 121
Cc1ccc2oc(C(=O)N3CCN(c4cccc(Cl)c4)CC3)c(C)c2c1 | 102 | nt | 82 | 39 | 106 | 101 | 102 | 109 | 103
O=c1[nH]c(SCc2ccccc2)nc2ccccc12 | 106 | 93 | 92 | 100 | 96 | 101 | 94 | 103 | 118
OCCNc1nc(Nc2ccc(C3=NN(c4cc(Cl)cc(Cl)c4)C(c4ccccc4)C3)cc2)nc(N2CCOCC2)n1 (stereo not drawn) | 61 | 71 | 63 | 95 | 73 | 74 | 79 | 85 | 105
COc1ccc(-c2nnc(CNc3ccc(Cl)cc3)o2)cc1OC | 82 | 88 | 72 | 102 | 103 | 103 | 99 | 98 | 107
Later entries:
SMILES | PC-3 | U251 | UO-31 | SF-295 | SF-539 | 786-0 | SN12C | DU-145 | TK-10
O=C(O)CC/C(=N\Nc1ccc([N+](=O)[O-])cc1[N+](=O)[O-])C(=O)O | 93 | 103 | 91 | 104 | 101 | 101 | 100 | 104 | nt
Cc1ccccc1N1CCN(C(=S)c2cccs2)CC1 | 82 | 94 | 77 | 82 | 94 | 87 | 97 | 114 | 79
CCn1cc(C(=O)N/N=C/c2cccs2)c(=O)c2cc(F)c(N3CCNC(C)C3)c(F)c21 (stereo not drawn) | 76 | 53 | 67 | 85 | 84 | 68 | 70 | 48 | 84
CNC(=O)OCN1C(=O)C2CC=CCC2C1=O (stereo not drawn) | 102 | 108 | 84 | 124 | 107 | 104 | 115 | 125 | 106
Cc1nn(-c2ccc(F)cc2)c2ncnc(Nc3ccc(F)c(Cl)c3)c12 | 83 | 76 | 74 | 60 | 77 | 79 | 78 | 103 | 107
CCc1n(O)cc[n+]1[O-] | 98 | 102 | 88 | 101 | 100 | 100 | 98 | 108 | 99
COc1cc([C@@H]2c3cc4c(cc3[C@H](OC3OC5COC(c6ccccc6)OC5C(O)C3O)[C@H]3COC(=O)[C@H]23)OCO4)cc(OC)c1OC (stereo partly drawn) | 8.3* | 56 | 35 | 36 | 19 | 64 | 42 | 57 | nt

Random excerpt: 4 entries already listed, in no set order.
SMILES | PC-3 | U251 | UO-31 | SF-295 | SF-539 | 786-0 | SN12C | DU-145 | TK-10
O=C(O)CC/C(=N\Nc1ccc([N+](=O)[O-])cc1[N+](=O)[O-])C(=O)O | 93 | 103 | 91 | 104 | 101 | 101 | 100 | 104 | nt
CCn1cc(C(=O)N/N=C/c2cccs2)c(=O)c2cc(F)c(N3CCNC(C)C3)c(F)c21 (stereo not drawn) | 76 | 53 | 67 | 85 | 84 | 68 | 70 | 48 | 84
CCc1n(O)cc[n+]1[O-] | 98 | 102 | 88 | 101 | 100 | 100 | 98 | 108 | 99
CNC(=O)OCN1C(=O)C2CC=CCC2C1=O (stereo not drawn) | 102 | 108 | 84 | 124 | 107 | 104 | 115 | 125 | 106

Screening results from PubChem.
